IDE inh – inhibits human insulin-degrading enzyme in HEK cells. P14735. FAbetaB cleavage, fluorescence polarization. inhibition, % at 5.59 µM. hit rate 0.41% among 320,000;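 active means percent inhibition above the average of all tested compounds plus 3 SD, set per screening campaign, cut at about 16% in these data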;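 further: IDE supplied by intact live HEK cells; FP after avidin binding of uncleaved biotin substrate so inhibition keeps polarization high; 0% = DMSO wells and 100% = 60 µM reference IDE inhibitor Ii1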
MEKK2 WT-MEK5 – raises or lowers MEK5 binding to wildtype human MEKK2 PB1 domain. bead flow cytometry, Alexa488-MEK5 binding to MEKK2 WT; actives lie on both sides. hit rate 1.1% among 290,000. binding response (% of control), % at 10 µM. Q9Y2U5; in the data active means binding response below about 67% or above about 130%
M18AAP inhibitor – blocks P. falciparum M18 aspartyl aminopeptidase; inhibition, % at 7.35 µM; AID 1822; hit rate 1.2% among 290,000; recombinant PfM18AAP, H-Glu-NHMec fluorogenic cleavage;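 active means inhibition above the campaign mean inhibition over all tested compounds plus 3 SD, cut at about 28% in these data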;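 further: 0% = plate median of test compound wells and 100% = 2 mM ZnCl2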
MEKK3 PB1 HTS – MEKK3-MEK5 PB1 interaction, increase or decrease; Q99759; bead-based flow cytometry, Alexa488-MEK5 binding to MEKK3; actives lie on both sides; 0 = blocked by unlabeled MEK5, 100 = vehicle; binding response (% of control), % at 10 µM; hit rate 1.4% among 290,000; AID 1529;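 active means binding response more than 3 SD above or below the average of its plate-row segment, actives on both sides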;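 further: Alexa488 bead fluorescence after subtracting the streptavidin-only scavenger bead signal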
SUMO HTRF inh – blocks human SUMOylation mediated by UBC9 | HTRF SUMOylation assay, SAE1/SAE2 + UBC9, in vitro | inhibition, % at 35 µM | hit rate 0.36% among 290,000 | AID 2006; in the data active means inhibition above about 50%, passing the limit was not always enough; further: strong numbers were not always called active
p-CIP stab down – lowers stability of the mouse p/CIP coactivator protein | F442A p/CIP-EGFP cells, EGFP fluorescence, 16 h | hit rate 0.01% among 290,000 | Q05BA5 | decrease of EGFP signal, % at 10 µM;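 active means EGFP signal decrease of at least 30% at 10 µM or well 3 SD below plate mean, unless failing retest; inactive means the rest, including hits failing retest or dose response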; further: some compounds called inactive have numbers as strong as hits; many of its hits are not listed in these tables
Target sequence (Q05BA5 1-1403): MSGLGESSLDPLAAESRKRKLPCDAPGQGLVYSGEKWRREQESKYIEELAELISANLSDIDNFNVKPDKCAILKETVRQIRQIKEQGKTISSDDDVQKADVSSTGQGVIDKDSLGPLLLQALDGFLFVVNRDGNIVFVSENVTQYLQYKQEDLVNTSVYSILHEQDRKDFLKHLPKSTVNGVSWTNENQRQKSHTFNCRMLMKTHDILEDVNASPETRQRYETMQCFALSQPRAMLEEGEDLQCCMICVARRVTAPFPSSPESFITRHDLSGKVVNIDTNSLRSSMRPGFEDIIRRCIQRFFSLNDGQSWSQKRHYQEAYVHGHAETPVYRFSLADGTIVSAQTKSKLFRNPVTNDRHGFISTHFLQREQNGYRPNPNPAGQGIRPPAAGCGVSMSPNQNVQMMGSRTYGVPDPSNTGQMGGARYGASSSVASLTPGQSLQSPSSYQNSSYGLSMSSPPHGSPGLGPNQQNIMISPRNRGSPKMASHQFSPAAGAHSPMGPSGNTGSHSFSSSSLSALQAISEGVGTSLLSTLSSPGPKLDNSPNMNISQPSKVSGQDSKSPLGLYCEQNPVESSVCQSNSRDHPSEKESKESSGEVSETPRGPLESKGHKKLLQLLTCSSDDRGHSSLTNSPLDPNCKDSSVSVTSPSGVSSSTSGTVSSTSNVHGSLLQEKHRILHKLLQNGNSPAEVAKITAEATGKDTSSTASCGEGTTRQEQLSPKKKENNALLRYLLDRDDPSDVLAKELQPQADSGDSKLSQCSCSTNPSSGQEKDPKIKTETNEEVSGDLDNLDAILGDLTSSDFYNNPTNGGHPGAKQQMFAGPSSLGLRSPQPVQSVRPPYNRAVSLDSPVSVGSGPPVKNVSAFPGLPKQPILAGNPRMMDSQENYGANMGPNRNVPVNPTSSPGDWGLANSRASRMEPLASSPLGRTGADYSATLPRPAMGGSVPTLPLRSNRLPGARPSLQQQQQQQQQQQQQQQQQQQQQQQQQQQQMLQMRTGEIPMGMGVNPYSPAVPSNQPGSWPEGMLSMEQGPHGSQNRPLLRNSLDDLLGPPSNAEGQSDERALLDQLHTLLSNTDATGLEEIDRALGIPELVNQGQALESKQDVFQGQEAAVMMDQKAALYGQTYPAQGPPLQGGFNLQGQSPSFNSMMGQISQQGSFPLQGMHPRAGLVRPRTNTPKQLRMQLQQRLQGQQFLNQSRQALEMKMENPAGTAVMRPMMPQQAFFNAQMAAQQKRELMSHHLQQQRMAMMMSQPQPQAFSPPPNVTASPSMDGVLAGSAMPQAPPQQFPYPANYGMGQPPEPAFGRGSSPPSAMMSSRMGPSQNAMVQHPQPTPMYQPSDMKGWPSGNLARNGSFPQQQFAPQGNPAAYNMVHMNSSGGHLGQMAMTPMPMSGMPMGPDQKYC
NALP1 inh – NALP1 inhibition. S. cerevisiae NALP1/ASC/caspase-1 growth, X-gal OD620, 72 h. inhibition, % at 10 µM. AID 2071. hit rate 0.61% among 280,000; in the data active means inhibition mostly above about 24%, no sharp cut-off; inactive means mostly below about 32%; further: some compounds called inactive have numbers as strong as hits
IDE cell activ – activators of human insulin-degrading enzyme in cells | P14735 | HEK cells, FAbeta-B cleavage, fluorescence polarization; 0% vehicle, 100% cell-free pure enzyme wells | activation, % at 5.96 µM | hit rate 0.073% among 340,000;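 active means activation above the mean of all tested compounds plus 3 SD, set per screening campaign, cut at about 17% in these data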
MEKK2mut PB1 HTS – signal of MEK5 binding to mutant human MEKK2 PB1 domain. bead flow cytometry, Alexa488-MEK5 binding to MEKK2 mutant. percent response, % at 10 µM. hit rate 0.35% among 290,000. AID 1530; in the data active means percent response above about 24%, passing the limit was not always enough; further: inactives centre near 1; some results filed as inactive read as strong as hits; reference of the scale not given here
The depositor's hits bear a star; x = no result given; [ ] = another dose, or the depositor's remark. Not all compounds are listed; count on the stated rates, not on these rows.

IDE cell activ,SUMO HTRF inh,MEKK2mut PB1 HTS,NALP1 inh,M18AAP inhibitor,p-CIP stab down,IDE inh,MEKK3 PB1 HTS,MEKK2 WT-MEK5,SMILES
2,5,1,2,8,-1,4,98,99,O=C(CSc1nc2ccccc2[nH]1)c1ccco1
-4,22,-3,21,-5,-23,6,105,90,O=C(Nc1ccc(C(=O)O)cc1)/C(=C\C=C\c1ccccc1)NC(=O)c1cccc(Br)c1
0,4,1,13,7,6,1,98,96,Cc1ccc(C)c(NC(=O)CCc2nnc3ccc(N4CCCCC4)nn23)c1
x,-9,-11,7,1,-8,-1,99,82,Cc1ccc(NC(=O)C2c3ccccc3Oc3ccccc32)nc1
4,22,-18,x,-6,4,3,93,96,Cc1cccc(-c2cc3nc(C)c(C)c(NCCCn4ccnc4)n3n2)c1
5,33,-6,14,-5,-10,7,95,93,CC(C(=O)Nc1cccnc1)N1C(=O)C2C3C=CC(C3)C2C1=O (stereo not given)
-4,5,-2,19,-1,9,3,104,103,O=C1COc2ccc(S(=O)(=O)NCCc3ccc(Cl)cc3)cc2N1
-14,19,-8,x,8,-7,9,95,98,COc1cc(OC)c(OC)cc1/C=N/Nc1ncnc2c1[nH]c1ccc(C)cc12
1,6,-12,8,-6,-13,2,96,89,Cc1cccc(Cc2nnc(CCC(=O)N3CCCC(CN4CCOCC4)C3)o2)c1 (stereo not given)
-3,-23,-3,12,12,-2,2,100,107,CSc1cccc(NC(=O)/C=C/c2ccccc2)c1
7,10,16,-1,3,-8,3,92,85,O=C(O)CCC(=O)N1N=C(c2cccs2)CC1c1cn(-c2ccccc2)nc1-c1ccccc1 (stereo not given)
x,28,-1,10,17,-8,1,96,94,CC(=O)C1=C(C)NC(SCC(=O)c2ccc(C)cc2)=C(C#N)C1c1ccco1 (stereo not given)
-3,-3,-3,-6,0,7,-1,102,98,CCOC(=O)N1CCN(C(=O)CCN2C(=O)/C(=C\c3ccccc3OC)SC2=S)CC1
-1,-5,2,24,-2,5,2,100,107,CCN(CC)C(=O)C(=O)c1c(-c2ccccc2)[nH]c2ccccc12
-3,x,-2,x,-14,x,-2,91,92,COC(=O)C1=C(N)Oc2cc(C)n(Cc3ccncc3)c(=O)c2C1c1cccnc1 (stereo not given)
1,-14,-5,22,3,-2,3,95,100,O=C(Nc1c(C(=O)N2CCOCC2)cnn1-c1ccccc1Cl)c1ccco1
3,4,6,8,-2,1,1,105,108,O=C(Nc1ccc(Cl)cc1)c1cc(-c2cccs2)on1
0,4,6,6,-9,-10,-5,104,113,CC1CCCN(S(=O)(=O)c2cccc([N+](=O)[O-])c2)C1 (stereo not given)
5,-6,5,19,6,-2,-3,106,103,Cc1[nH]c2ccccc2c1C(=O)COC(=O)Cn1c(C)nc2ccccc21
0,3,-5,13,-1,-1,1,94,95,Cc1nn(C)cc1CNC(=O)COc1ccc(Cl)cc1Cl
-6,-14,15,23,-8,11,2,99,113,Cc1ccc(C)c(NC(=O)CSc2nnc3n2CCCCC3)c1
6,12,0,8,12,-8,8,107,110,Cc1cc(N2CCN(C)CC2)nc2ccc(NC(=S)N3CCOCC3)cc12
7,12,0,20,28,-4,-2,97,96,Cc1cccc(-c2ocnc2C(=O)Nc2ccccc2NC(=O)c2ccccn2)c1
1,4,-3,2,2,2,-1,101,96,CC(=O)NS(=O)(=O)c1ccc(NC(=O)CSc2ccc(C)cc2)cc1
4,5,9,12,2,6,9,107,108,O=c1[nH]n(-c2ccc(F)cc2)c2ncccc12
x,18,-2,3,-6,-5,2,94,94,O=C(Cn1c2c(c(=O)n3ncnc13)CCC2)N/N=C/c1cccs1
-4,-4,0,-2,15,2,-9,102,100,CCOC(=O)c1sc2nc(C)nc(NCCc3ccc(S(N)(=O)=O)cc3)c2c1C
x,28,4,10,1,3,1,105,-3.0*,C/C(=N\Nc1nc2ccc(Cl)cc2o1)c1ccccc1
6,-10,5,4,-10,6,2,109,105,COC(=O)NC(=S)Nc1ccc(Oc2ccc(Cl)cc2)c(Cl)c1
3,16,4,4,2,2,6,108,106,Cn1cnc2c(NCc3ccco3)ncnc21
2,10,-60,15,-3,16,0,2.0*[inhibitor],1.0*[inhibitor],O=C(COC(=O)c1ccccc1SCC(=O)NC1CCS(=O)(=O)C1)NC1CCS(=O)(=O)C1 (stereo not given)
2,-17,-10,-8,-41,-6,3,78,82,CN(C)c1ccc(NC(=O)Nc2cccc(Cl)c2)cc1
-3,1,-28,-16,7,7,1,56*[inhibitor],66,Cc1ccc(-c2nc3sc4c(c3c(=O)n2N)CCCC4)cc1
-2,-2,-22,13,-5,1,-1,88,93,O=[N+]([O-])c1cccc(/C=N/N2CCN(Cc3ccc(Cl)cc3)CC2)c1
-7,11,-8,9,-2,-6,-1,99,94,c1csc(-c2noc(CN3CCc4sccc4C3)n2)c1
5,4,12,15,20,-10,x,105,106,COCCCN1C2=C(C(=O)CC(C)(C)C2)C(c2ccc(OC)c(OC)c2)C2=C1CC(C)(C)CC2=O
-3,-8,5,34,0,0,-2,99,101,Cc1sc2ncnc(SC(C)C(=O)N3c4ccccc4Sc4ccccc43)c2c1C (stereo not given)
0,8,3,6,-19,-3,1,112,103,COc1ccc([N+](=O)[O-])cc1NC1C2CC3CC(C2)CC1C3 (stereo not given)
4,20,-16,11,-4,-3,-1,70,76,CSc1nc(C)[nH]c(=O)c1C#N
1,21,4,-29,-8,-27,-4,106,105,O=C(COC(=O)c1cc(S(=O)(=O)N2CCOCC2)ccc1O)NCC1CCCO1 (stereo not given)
5,-10,0,5,2,10,2,99,101,O=C(Nc1cccc(-n2cnnn2)c1)c1cc(Cl)ccc1Cl
2,-4,-8,-5,6,-1,-1,90,89,COc1ccc(OC)c(CN2C(=O)CCC2(C)C(=O)NC2CCCCCC2)c1 (stereo not given)
0,15,-2,32,5,-10,0,100,99,Cc1cccc(OCC(=O)Nc2cccc(C(=O)NCC(C)C)c2)c1
-4,10,-13,14,-12,5,3,98,89,COc1ccc(CN(Cc2ccc(C(=O)O)cc2)C(=S)Nc2ccccc2Cl)cc1OC
0,3,4,-3,1,4,0,100,101,CC1CCC(NS(=O)(=O)c2cccc3nsnc23)CC1 (stereo not given)
0,16,0,6,0,0,-1,105,98,O=C(CSc1c2c(nc3ccccc13)CCCC2)NCc1ccco1
6,30,-5,13,-1,-14,4,88,92,CSc1nnc(-c2cccn(Cc3ccccc3)c2=O)o1
5,2,8,8,3,0,1,103,109,CCC1C(=O)NCCN1C(=O)CCc1nnc(CCc2ccc(OC)cc2)o1 (stereo not given)
3,-5,7,-5,0,-2,6,103,106,COc1ccc2cc(C3(C)NC(=O)N(CC(=O)NCC(F)(F)F)C3=O)ccc2c1 (stereo not given)
-4,9,5,18,-3,-8,-6,104,104,Cc1ccc(C(=O)N2CC(=O)Nc3ccc(F)cc3C2c2ccc(F)cc2)cc1 (stereo not given)
3,16,-3,12,-11,-4,-3,94,89,O=C(COC(=O)c1ccc(Cl)c(S(=O)(=O)N2CCCCC2)c1)NCC1CCCO1 (stereo not given)
1,26,4,-4,4,-6,2,105,106,Cc1cccn2c(=O)c3cc(C(=O)NCCN4CCOCC4)n(C)c3nc12
2,-6,-5,-8,-4,6,5,103,98,COC(=O)CNc1cc(S(=O)(=O)N2CCCCC2)ccc1Oc1cccc(C)c1
-6,-13,-2,4,-22,-2,-1,99,96,C/C(=N/NC(=O)c1cccs1)c1cccc(NC(=O)C2CC2)c1
4,-3,3,-2,-6,3,2,98,100,C=CCNc1nc(Cl)nc(Nc2ccc([N+](=O)[O-])cc2)n1
-3,5,-1,5,-5,-10,x,103,102,O=CN1CCN(C(=O)c2ccc3c(c2)OCO3)CC1
5,13,-7,29,-2,-1,0,96,97,Cc1nc2[nH]c(=O)c3c(n2n1)NC1=C(C(=O)CC(C)(C)C1)C3c1ccccc1 (stereo not given)
9,x,1,25,-3,-15,-3,101,100,Cn1c(CNC(=O)CNS(=O)(=O)c2ccccc2)cc(=O)n(C)c1=O
7,6,-3,41,x,-5,-1,98,99,CCC(=O)N1CCCc2cc(S(=O)(=O)N3CCN(C4CCCCC4)CC3)ccc21
6,-4,-10,8,-2,2,12,88,84,Cc1cnc(C(=O)N2CCCC(C(=O)c3cccc(OC(C)C)c3)C2)cn1 (stereo not given)

(more compounds)
IDE cell activ,SUMO HTRF inh,MEKK2mut PB1 HTS,NALP1 inh,M18AAP inhibitor,p-CIP stab down,IDE inh,MEKK3 PB1 HTS,MEKK2 WT-MEK5,SMILES
0,-1,-1,38,-4,-15,0,103,100,CCOC(=O)c1sc(NC(=O)COc2ncnc3ccccc23)c(C(=O)OCC)c1C
1,-4,9,14,-12,-13,7,117,112,Clc1ccc2c(N3CCCC3)ccnc2c1
-3,-5,-6,21,4,-10,3,110,100,O=C(c1ccc(Oc2ccc([N+](=O)[O-])cc2Cl)cc1)N1CCCC1
4,9,-3,-1,3,-22,-2,98,100,Cc1cccc(NC(=O)CSc2nc3ccccc3c(=O)n2C)c1
6,-2,4,43,-2,0,0,107,107,CNS(=O)(=O)c1cccc(C(=O)OCC(=O)C23CC4CC(CC(C4)C2)C3)c1
-1,25,5,-20,-1,0,1,106,109,O=C(O)c1ccc2c(=O)n3c(nc2c1)/C(=C/c1ccc(Cl)c(Cl)c1)CC3
2,4,-1,18,7,-7,6,94,93,Cc1cc2cc(CN3C(=O)c4ccccc4C3=O)ccc2[nH]1
0,-7,-1,1,-6,-9,2,96,97,COc1cc(C(=S)N2CCCC2)ccc1OC(=O)c1ccc(Cl)cc1[N+](=O)[O-]
-11,-2,6,4,-7,0,4,98,98,COc1ccc(OC)c(NC(=O)COC(=O)c2c3c(nc4ccccc24)CCCC3)c1
4,12,-1,-11,-17,2,-4,96,100,COc1cc(C(=O)OCC(=O)Nc2ccc(F)cc2F)cc(OC)c1OC
0,15,-12,-2,3,-10,5,91,96,CCCCNC(=O)CSc1nc(N)c(C(=O)Nc2ccc(OC)cc2)s1
4,-8,0,20,24,-10,7,102,103,O=C(CSc1ncn[nH]1)Nc1cccc(S(=O)(=O)N2CCCCCC2)c1
5,1,4,19,-8,6,9,101,97,Cc1ccccc1C(=O)Nc1nnc(S(=O)(=O)N(C)Cc2ccco2)s1
4,40,-7,34*,-4,-17,-6,88,88,COC(=O)c1ccc(COc2ccc(/C=C/C(=O)c3ccc(OC)c(CSCC(=O)O)c3)cc2OC)cc1
7,6,-1,8,-2,3,3,98,100,CC1(C)CC(=O)C(CC(=O)Nc2ccc(S(N)(=O)=O)cc2)=C(O)C1
-1,19,-5,-1,-2,4,-1,96,96,CCOc1ccc(CNC(=O)CS(=O)(=O)Cc2nc(-c3ccc(OC)cc3)oc2C)cc1
6,7,9,13,10,-8,6,102,107,CCOCCCN(C)C1CCN(C(=O)c2oc3ccccc3c2NC(=O)c2ccc(F)cc2)CC1
5,-2,0,13,0,-6,-7,102,99,Cc1cc(C(=O)NCc2nc(-c3ccccc3)no2)ccc1[N+](=O)[O-]
1,-3,-1,19,-2,3,4,99,97,Cn1cccc1Cc1nnc(SCC(=O)N2CCOCC2)n1CCc1ccccc1
5,-1,3,39,0,-1,-4,104,103,C=CCCCCCCCCC(=O)NN

Part of the list above in order of heavy-atom count, highest first.
IDE cell activ,SUMO HTRF inh,MEKK2mut PB1 HTS,NALP1 inh,M18AAP inhibitor,p-CIP stab down,IDE inh,MEKK3 PB1 HTS,MEKK2 WT-MEK5,SMILES
2,-4,-8,-5,6,-1,-1,90,89,COc1ccc(OC)c(CN2C(=O)CCC2(C)C(=O)NC2CCCCCC2)c1 (stereo not given)
5,-6,5,19,6,-2,-3,106,103,Cc1[nH]c2ccccc2c1C(=O)COC(=O)Cn1c(C)nc2ccccc21
-3,-23,-3,12,12,-2,2,100,107,CSc1cccc(NC(=O)/C=C/c2ccccc2)c1

High-throughput results (PubChem BioAssay)
